M1 ag parental – nonselective activator or artifact in parental CHO-K1 cells; hit rate 0.48% among 360,000; activation, % at 3 µM; AID 602248; Fluo-8 calcium fluorescence; scaled to maximal ATP response, vehicle zero; in the data active = activation above about 15%;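 note: untransfected CHO-K1 host cells lacking M1 receptor as counterscreen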
CHO-K1 Ca antag – nonselective inhibitor or artifact in parental CHO-K1 cells | hit rate 0.6% among 360,000 | ATP-induced calcium, Fluo-8 fluorescence | inhibition, % at 3 µM;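 active = inhibition above a per-plate cutoff, the plate's mean sample inhibition plus 3 SD, cut at about 24% in these data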;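 note: 0% = DMSO plus EC80 ATP and 100% = DMSO alone without ATP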
TAAR1 antagonist – human TAAR1 antagonism. inhibition, % at 3 µM. Q96RJ0. CHO RD-HGA16 TAAR1, Fluo-8 calcium fluorescence, antagonist. AID 624466. hit rate 1.5% among 360,000;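 active = inhibition above a per-plate cutoff, the mean inhibition of test compounds on that plate plus 3 SD, cut at about 49% in these data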;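 note: 0% = DMSO plus EC80 beta-PEA response and 100% = DMSO alone without agonist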
Target sequence (Q96RJ0 whole entry, looked up): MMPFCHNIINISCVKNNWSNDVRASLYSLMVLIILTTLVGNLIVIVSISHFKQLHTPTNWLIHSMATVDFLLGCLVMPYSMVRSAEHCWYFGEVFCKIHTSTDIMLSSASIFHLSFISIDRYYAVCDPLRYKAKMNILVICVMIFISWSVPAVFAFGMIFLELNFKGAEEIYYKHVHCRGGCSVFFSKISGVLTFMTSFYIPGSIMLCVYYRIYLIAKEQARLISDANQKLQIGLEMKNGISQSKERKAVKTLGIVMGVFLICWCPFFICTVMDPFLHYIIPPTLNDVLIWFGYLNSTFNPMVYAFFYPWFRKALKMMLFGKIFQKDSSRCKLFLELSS
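Assay system: RD-HGA16 CHO cells with stable hTAAR1 and Gα16 / Reagent: EC80 β-phenethylamine stimulus / Doses: 3 µM, single point / Timing: dye loading 75 min at 37 °C, then 30 min room temperature / Measured by: Fluo-8 intracellular calcium dye fluorescence, real-time kinetic reads / Controls: vehicle wells and EC80 agonist wells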
V1R ag counter – V1a receptor agonism, counter-screen for OXTR agonists; activation, % at 3 µM; hit rate 0.25% among 320,000; CHO-V1R cells, Fluo-8 calcium fluorescence, agonist mode; 0% DMSO, 100% 3 nM vasopressin; P37288;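 active = activation above the mean activation of all tested compounds plus 3 SD, per screening run, cut at about 20% in these data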;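 note: signal is peak over basal fluorescence ratio across a 100 second FLIPR read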
M1 PAM parental – M1 PAM counterscreen hit in parental CHO-K1 cells. ATP EC20, Fluo-8 calcium fluorescence; 0% at ATP EC20, 100% at ATP max. activation, % at 3 µM. hit rate 0.02% among 360,000. AID 602247;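 active = activation above the run cutoff, the mean activation of all test compounds plus 3 SD, cut at about 40% in these data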;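 note: peak over basal fluorescence ratio in a 140 s read after ATP addition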
CHO parental Ca – counter-screen for OX1R antagonists: effect in parental CHO cells. inhibition, % at 5.6 µM. hit rate 0.63% among 330,000. parental CHO-K1, ATP-induced calcium, Fluo-8 fluorescence;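 active = inhibition above that plate's mean sample inhibition plus 3 SD, cut at about 26% in these data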;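 note: 0% = ATP-challenged DMSO wells and 100% = DMSO wells without ATP; some compounds past the cut are filed as inactive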
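material = parental CHO cells | also added = ATP as calcium-mobilizing challenge | dosing = single point at 5.6 µM | detection = intracellular calcium via Fluo-8 no-wash fluorescent dye | read-out = % inhibition | benchmarks = low control ATP plus DMSO, high control DMSO only | repeats = one well per compound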
OXTR agonist – human OXTR agonism. AID 2435. CHO-OTR cells, Fluo-8 calcium fluorescence; normalized: DMSO 0%, oxytocin 100%. activation, % at 3 µM. P30559. hit rate 0.32% among 320,000;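 active = activation above the mean of all tested compounds plus 3 SD, cutoff set per screening run, cut at about 20% in these data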;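 note: peak over basal fluorescence ratio from a 100 s FLIPR kinetic read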
Target sequence (P30559 whole entry, looked up): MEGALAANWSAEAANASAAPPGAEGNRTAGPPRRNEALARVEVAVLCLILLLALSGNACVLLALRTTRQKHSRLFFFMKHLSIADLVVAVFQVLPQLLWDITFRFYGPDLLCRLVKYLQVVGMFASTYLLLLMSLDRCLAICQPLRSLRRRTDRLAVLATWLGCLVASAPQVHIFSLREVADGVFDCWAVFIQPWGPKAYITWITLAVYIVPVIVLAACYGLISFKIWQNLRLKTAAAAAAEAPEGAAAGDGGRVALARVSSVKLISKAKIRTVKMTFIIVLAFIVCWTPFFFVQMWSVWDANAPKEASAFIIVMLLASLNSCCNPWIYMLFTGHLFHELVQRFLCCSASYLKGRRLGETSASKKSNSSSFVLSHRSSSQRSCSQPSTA
GPR7 antag – antagonists of human GPR7 (neuropeptides B/W receptor 1) | P48145 | GPR7-expressing cells, fluorescence antagonist assay | inhibition, % at 4.4 µM | hit rate 1.1% among 290,000; in the data active = inhibition above about 16%, passing the limit was not always enough;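 note: cells stimulated with the agonist NPW; 0% = agonist with vehicle and 100% = vehicle without agonist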
Target sequence (P48145 whole entry, looked up): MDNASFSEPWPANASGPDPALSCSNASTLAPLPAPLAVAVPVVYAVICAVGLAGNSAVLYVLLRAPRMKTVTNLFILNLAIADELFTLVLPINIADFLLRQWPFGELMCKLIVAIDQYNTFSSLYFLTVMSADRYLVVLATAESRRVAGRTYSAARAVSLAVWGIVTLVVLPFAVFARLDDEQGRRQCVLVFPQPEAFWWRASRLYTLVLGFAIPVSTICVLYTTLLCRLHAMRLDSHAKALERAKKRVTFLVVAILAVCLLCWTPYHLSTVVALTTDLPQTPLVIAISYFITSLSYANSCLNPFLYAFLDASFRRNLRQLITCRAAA
OXTR potentiate – potentiators of human oxytocin receptor. P30559. CHO-OTR cells, Fluo-8 calcium fluorescence, potentiator mode; 0% = oxytocin EC15, 100% = EC100. activation, % at 3 µM. hit rate 0.061% among 320,000. AID 2445;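 active = activation above that plate's cutoff, the mean activation of tested compounds plus 3 SD, cut at about 6.6% in these data, passing the limit was not always enough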;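 note: 100% uses oxytocin at 75 nM as the full agonist control; some results filed as inactive read as strong as hits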
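Assay system: CHO cell line stably expressing human OTR | Also added: Oxytocin at about EC15, sub-maximal agonist stimulus | Times: Compound 6 min at room temperature before oxytocin, 100 s read | Measured by: Fluo-8 intracellular calcium fluorescence, ex 470-495, em 515-575 nm | Controls: EC15 oxytocin alone as 0%, 75 nM oxytocin as 100%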
Numbers without * were called inactive; · = not tested or not shown; & = joins results of further samples.

SMILES	M1 ag parental	CHO-K1 Ca antag	TAAR1 antagonist	V1R ag counter	M1 PAM parental	CHO parental Ca	OXTR agonist	GPR7 antag	OXTR potentiate
Cc1c(C(=O)NC(=S)Nc2ccc3c4c(cccc24)CC3)cccc1[N+](=O)[O-]	0.8	-7	-42	1.9	14	-8	-0.2	-11	-5
CC1(C)C([N+](=O)[O-])C(c2ccc(Cl)cc2)NC(c2ccc(Cl)cc2)C1[N+](=O)[O-] (stereo not drawn)	-0.1	3	42	0.6	17	-11	-1.8	2	-13
COc1ccc(Cc2nc3ccc(C(=O)NCCSC)cc3o2)cc1	1.8	-5	3	1.5	21	-13	0.0	-6	-8
CC1(c2ccc3ccccc3c2)NC(=O)NC1=O (stereo not drawn)	0.4	2	-20	1.1	-18	8	-0.3	15	-20
Cc1cccc(-c2noc(CCCC(=O)NC3CCCCC3)n2)c1	7.1	-13	-15	7.5	12	-5	5.8	-4	-7
COc1ccc(Cl)cc1-c1cc(C(=O)Nc2cc(OC)c(OC)c(OC)c2)[nH]n1	4.3	0	20	·	-7	·	·	·	·
CC(C)(C)C(=O)Nc1ccc(/C=C/C(=O)c2ccco2)cc1	7.9	-3	0	0.3	16	-13	-0.5	7	-4
O=C(Cc1cccc(NC(=O)C2CCCN(C(=O)C3CCCCC3)C2)c1)Nc1cccc(C(=O)N2CCCCC2)c1 (stereo not drawn)	0.5	-11	-22	·	21	·	·	·	·
COc1ccc(NC(=S)N(CCN(C)C)C(C)c2ccco2)cc1Cl (stereo not drawn)	3.6	-5	-11	2.3	17	3	1.0	1	-5
COc1ccc(-c2cc(C(=O)N3CCCCCC3)no2)cc1	0.7	-5	-23	-1.1	-14	-12	-0.4	-3	-11
c1ccc([C@H]2CC3C[C@@H](c4ccccc4)N2O3)cc1	-0.1	-3	-2	-0.4	13	-8	-2.1	-9	-7
COc1ccc(CCN=C(NS(=O)(=O)c2ccccc2)c2ccccc2)cc1OC	-0.4	-2	-8	-0.6	10	-16	-0.3	-11	-8
CCN(CC)S(=O)(=O)c1ccc(Cl)c(C(=O)Nc2cc(C)nn2-c2ccccc2)c1	1.3	-4	-8	-0.3	5	-28	-1.3	-9	-1
COc1cnc(-c2ccccn2)nc1Sc1ccc(C)cc1	5.8	4	20	1.1	20	-26	-0.1	-6	-1
COc1ccc2c(c1)oc(=O)c1c3ccccc3[nH]c21	2.7	16	-3	·	-12	·	·	-10	·
Cc1cccc(N(C)C(=O)c2cc3cc4ccc(C)cc4nc3o2)c1	0.5	-14	2	·	23	·	·	2	·
OCC1CCCN(c2ncnc3scc(-c4ccccc4)c23)C1 (stereo not drawn)	1.4	-3	-7	-1.5	7	-5	-1.0	13	-8
CCCCNC(=S)N(CCO)Cc1cc2cc3c(cc2[nH]c1=O)OCCO3	3.7	-7	-11	0.5	12	-4	-2.0	-10	-6
COc1ccccc1CCC(=O)Nc1ccc2c(c1)c(=O)n(C)n2Cc1ccc(F)cc1	3.5	-7	-9	·	9	·	·	·	·
O=c1oc2ccccc2c2[nH]ccc12	-0.2	14	4	0.1	-12	-12	1.3	-2	1
CCC(C)NC(=O)c1c(C)cc(=O)oc1C (stereo not drawn)	0.6	-4	9	0.7	21	0	0.1	0	1
O=C(NNC(=O)c1ccccc1OCc1ccc(F)cc1)c1ccncc1	0.3	-11	-7	0.5	-1	-8	-0.5	·	3
NC(=O)[C@@H]1CCCN1Cc1nc(Cc2cccc(C(F)(F)F)c2)no1	1.6	-19	-13	0.4	35	-5	-0.1	-5	-1
CCN1C(=O)C2C(c3ccccc3F)NC(Cc3ccc(O)cc3)(C(=O)OC)C2C1=O (stereo not drawn)	2.3	-8	9	2.2	13	6	5.1	2	-14
CN=C1SC(CC(=O)NCCc2ccc(OC)c(OC)c2)C(=O)N1C (stereo not drawn)	1.9&0.3	-7&-11	-24&-1	47*	10&13	101*	34*	9	-13
CCOc1ccccc1C1C(C(N)=O)=C(C)Nc2nc(CCCO)nn21 (stereo not drawn)	-0.4	27*	-28	1.2	-9	-3	1.4	-7	-7
O=C1NC(=S)N/C1=C\c1cccnc1	4.3	5	-9	0.4	-8	-10	0.7	-11	-1
NS(=O)(=O)c1ccc(CCNC(=O)c2cccc(S(=O)(=O)N3CCCC3)c2)cc1	-0.1	-4	-7	0.1	-4	-11	0.5	·	2
Cc1c(C(C)NC(=O)c2cc(COc3cccc4cnccc34)on2)cnn1C (stereo not drawn)	16*	5	-7	11	-12	-6	7.5	-13	-11
C=CCN(CC=C)C(=O)C1CCN(S(=O)(=O)c2ccc(-n3cnnn3)cc2)CC1	0.9	0	8	3.1	-8	-4	1.5	8	-3
O=C(O)c1cccc(-c2ccc(/C=N/n3cnnc3)o2)c1	1.3	5	-12	-0.6	-5	-8	0.4	-19	-10
COc1cc(C(C)=O)ccc1OC(=O)c1cc2cccc(OC)c2oc1=O	0.1	-12	-8	0.5	7	-12	1.1	-8	-3
O=C(COC(=O)CCC(=O)c1ccc(F)cc1)Nc1cccc(S(=O)(=O)N2CCCC2)c1	3.2	-11	-34	2.0	12	-5	-0.6	-4	-4
COc1cccc(C(=O)NC(c2ccccc2)C2CCCC2)c1 (stereo not drawn)	-0.2	7	-1	-0.4	-13	-18	-2.4	-9	-10
O=C(Cn1cnc2c(OCc3ccccc3)ncnc21)NCCN1CCOCC1	4.6	6	11	1.2	7	-2	1.6	·	-4
COc1ccccc1CNC(=O)C1CCC(CNS(=O)(=O)c2ccc(C)cc2)CC1 (stereo not drawn)	1.4	-7	5	-0.3	8	-17	-1.6	13	-18
Cc1cccc(CSCC(=O)N2CCN(S(=O)(=O)c3ccccc3C#N)CC2)c1	2.4	2	17	·	-7	·	·	·	·
COc1ccc(/C=C/C(=O)OCC(=O)Nc2ccc(OC)c(S(=O)(=O)N3CCCCC3)c2)cc1	2.1	-11	22	4.2	30	-9	0.1	9	-9
O=C(N/N=C/c1c(O)ccc2ccccc12)C(=O)N1CCCC1	0.5	-7	-16	·	10	·	·	·	·
CSCC[C@H](NC(=O)[C@H](Cc1ccccc1)n1c(=O)[nH]c2ccccc2c1=O)C(=O)N1CCC[C@H]1C(=O)O	-0.2	1	-11	0.9	-7	4	0.2	-1	0
CCC1Nc2ncnc(N3CCCCC3)c2N(Cc2ccc(OC)cc2)C1=O (stereo not drawn)	0.0&-0.1	10&21	0&1	-0.5	4&-7	-13	-0.4	·	-5
COc1ccc(NC(=O)C(C)N2C(=O)c3ccccc3C2=O)cc1S(=O)(=O)N1CCOCC1 (stereo not drawn)	0.8	-17	9	1.0	18	-9	0.1	-14	4
Clc1cccc(Cc2c(-c3cccc(Cl)c3)nc3c4ccccc4ccn23)c1	0.5	2	-3	·	17	·	·	·	·
OCCCc1nc2n(n1)C(c1cccs1)C=C(c1ccc(Br)cc1)N2 (stereo not drawn)	·	·	·	109*	·	39*	160*	9	-11
Cc1ccc(-c2csc(NC(=O)/C=C/c3ccco3)c2C(=O)O)cc1	-0.2	20	-5	0.2	-15	-1	-1.3	6	-2
Cc1c(C(=O)NCC(C)(C)N2CCOCC2)oc2ccccc12	0.2	-14	-16	0.0	7	-12	-0.3	·	0
COc1ccc(-c2cc(C(=O)NC(Cc3cc4ccccc4[nH]3)C(=O)O)c(C)o2)cc1OC (stereo not drawn)	0.6	-8	-4	1.1	20	20	0.5	4	-1
Cc1cc(C)n2cc(CSc3nnc(-c4ccccc4)c(-c4ccccc4)n3)nc2n1	6.7	-2	-20	·	19	·	·	·	·
Cc1ccc(/C=N/NC(=O)CNC(=O)Cc2ccccc2)o1	0.1	-7	-10	-0.1	8	-13	-0.6	-6	-6
O=c1c2cn(Cc3ccc(F)cc3)c3ccccc3c-2nn1Cc1ccc(F)cc1	0.5	-8	0	·	-6	·	·	-6	·
CC(C)Cn1c(SC(C)C(=O)Nc2ccc3c(c2)OCCO3)nc2ccccc2c1=O (stereo not drawn)	-0.2	-9	-9	·	4	·	·	1	·
Oc1[nH]c2ccccc2c1N=Nc1c(F)c(F)c(C(F)(F)F)c(F)c1F	0.7	-16	-22	0.5	11	-8	0.1	-14	-2
Cn1cnc(C(F)(F)F)c1-c1ccc([N+](=O)[O-])cc1	0.7	-3	-18	0.9	7	-10	-1.1	-2	1
COCCOc1cc(N2C(=O)CSCC2=O)c(Cl)cc1Cl	1.3	-4	3	0.6	-9	-9	0.4	-2	-5
Cc1ccc([C@@H]2[C@@H]3C(=O)N(c4ccccc4)C(=O)[C@@H]3[C@]3(Cc4ccccc4)C(=O)N(CC4CC4)CC(=O)N23)o1	-0.3	-6	3	0.1	10	-28	-1.6	9	3
O=C(Nc1ccc(-c2noc(COc3ccccc3Cl)n2)cc1)c1ccco1	2.1	13	39	1.1	3	-23	0.2	-15	-21
COc1ccc(CNC(=O)C(c2ccco2)N(C(=O)c2ccccn2)c2ccccc2)cc1 (stereo not drawn)	3.9	1	64*	0.8	10	-20	0.4	0	-2
CN(CC(=O)Nc1ccc(Cl)c(C(F)(F)F)c1)Cc1cc(=O)n2ccsc2n1	2.3	-11	4	1.9	2	-22	0.5	-9	-20
O=C(NC1CCCCC1)c1ccc(N2CCCC2=O)cc1	0.1	10	0	0.4	-3	5	0.6	-14	-11
CCn1c2ccccc2c2cc(NC(=O)N3CCOCC3)ccc21	0.0	-14	5	-0.8	15	-4	1.1	12	-12

Part of the list above in order of SMILES length, lowest first:
SMILES	M1 ag parental	CHO-K1 Ca antag	TAAR1 antagonist	V1R ag counter	M1 PAM parental	CHO parental Ca	OXTR agonist	GPR7 antag	OXTR potentiate
COCCOc1cc(N2C(=O)CSCC2=O)c(Cl)cc1Cl	1.3	-4	3	0.6	-9	-9	0.4	-2	-5
Cc1ccc(/C=N/NC(=O)CNC(=O)Cc2ccccc2)o1	0.1	-7	-10	-0.1	8	-13	-0.6	-6	-6
O=c1c2cn(Cc3ccc(F)cc3)c3ccccc3c-2nn1Cc1ccc(F)cc1	0.5	-8	0	·	-6	·	·	-6	·

(listing goes on)
SMILES	M1 ag parental	CHO-K1 Ca antag	TAAR1 antagonist	V1R ag counter	M1 PAM parental	CHO parental Ca	OXTR agonist	GPR7 antag	OXTR potentiate
CS/C(=C\[N+](=O)[O-])Nc1ccccc1	0.0	0	-9	0.1	10	-10	0.6	16	-1
O=C(CNC(=O)c1cccc(OC(F)F)c1)Nc1ccc(Cl)cc1	2.7	-7	6	3.7	4	-1	0.6	4	-8
Cc1ccc(-c2ccc(/C=N/n3cnnc3)o2)cc1	-0.1	0	-14	-1.2	11	5	-1.9	-12	-5
CCCCn1c(N)c(N(CCOC)C(=O)COC(=O)COc2c(C)cc(C)cc2C)c(=O)[nH]c1=O	0.7	-12	-11	-2.0	16	-9	-0.1	·	4
CCOC(=O)c1c2c(c(=S)n(-c3ccccc3)c1N)CCC2	0.4	-8	4	-0.1	15	-9	-3.0	3	-13

Screening results (PubChem BioAssay)
